Compound activity (PubChem BioAssay)
PriA SSB inh = inhibitors of Klebsiella pneumoniae PriA binding to SSB C-terminal tail, primary screen, biochemical, AlphaScreen; PriA–SSB C-terminal tail interaction (Klebsiella pneumoniae); AlphaScreen SSBct-PriA binding, biotinylated peptide; inhibition, % at 33 µM; 430,000 tested, 0.6% active; AID 1272365, 2023; in the data active = inhibition mostly above about 37%, no sharp cut-off; inactive = mostly below about 20%;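 also: plate controls were negative control peptide for no effect and reference peptide for full effect; strong numbers were not always called active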
The depositor's hits bear a star; & = joins results of further samples.

SMILES	PriA SSB inh
COc1cc(C)c(C)cc1S(=O)(=O)NCC(c1ccsc1)N1CCc2ccccc2C1 (stereo not drawn)	2
Cc1nccn1-c1ccc(C(=O)Nc2cccc(Cl)c2Cl)nn1	2
Cc1cc(OCC(=O)OCCNC(=O)c2cccnc2)cc(C)c1Cl	11
O=S(=O)(NCCOc1ccc2nnc(-c3ccccc3)n2n1)c1cccnc1	-5
CCOc1ccc(-c2c(C(=O)NN=Cc3ccco3)nnn2-c2nonc2N)cc1	-4
Clc1cc(Cl)c(C23CC4CC(CC(C4)C2)C3)cc1Cl	3
O=C(NN1CCOCC1)c1cc(-c2ccc(Cl)s2)nc2ccccc12	-2
O=S(=O)(N=C(Nc1ccc(F)cc1F)c1ccc(Cl)cc1)c1ccccc1	-8
CSC1CC2CCC(C1)N2C(=O)c1cccs1 (stereo not drawn)	25
O=c1c2cnn(-c3cccc(Cl)c3)c2ncn1Cc1ccccn1	-12
Cc1ncn(CC(=O)N2CCCC(Cc3nc(-c4ccccc4F)no3)C2)c(=O)c1C (stereo not drawn)	-4
CC(=NN=C(N)N)c1ccccc1	0
Cc1ccc(N2CC(c3nc(-c4ccncc4)no3)CC2=O)cc1 (stereo not drawn)	-10
Cc1c(C#N)c2nc3ccccc3n2c(=O)/c1=C/Nc1ccc(F)cc1	-3
COc1ccc(OC)c(S(=O)(=O)NCC2(c3cccs3)CCCC2)c1	-8
COc1cc2nc(NN)sc2cc1OC	17
COc1ccc(Cl)c2sc(NC(=O)c3ccccc3NS(=O)(=O)c3ccc(F)cc3)nc12	-13
O=C(Nc1cc(OCc2ccc3c(c2)OCO3)ncn1)c1cncc(Br)c1	-1
COc1ccc(NC(=O)CSc2nc(-c3ccc(Cl)cc3)cs2)c(OC)c1	-5
COc1ccc(C(CN)N2CCC(C)CC2)cc1 (stereo not drawn)	5
Cc1ccc(NC(=O)C2CCN(c3cc(C4CC4)ncn3)CC2)c(Br)c1	-16
Cc1ccc(C(=O)Nc2cc(C(=O)N3CCC(C)CC3)cn(C)c2=O)cc1C	11
O=C(CSc1nc2scc(-c3ccc(F)cc3)c2c(=O)n1-c1ccccc1)NCC1CCCO1 (stereo not drawn)	0
Oc1ccc(C=NN(Cc2ccccc2)c2ccccc2)c(O)c1O	8
O=C(/C=C/c1ccccc1)N(CCn1cccn1)c1nc2ccccc2s1	2
O=C(Cn1cnc2c(sc3ccccc32)c1=O)N1CCN(c2ccccc2F)CC1	3
Cc1ccc(C(=O)NN=CC2CC=CCC2)cc1[N+](=O)[O-] (stereo not drawn)	8
c1ccc(-c2nc(NC3CCCCC3)c3ccccc3n2)nc1	57*
COC(=O)c1ccsc1NC(=O)c1ccccc1Cl	-16
O=C(Cn1ncccc1=O)N1CC(S(=O)(=O)c2ccc(F)cc2)C1	-20
CCOC(=O)c1cnn(-c2ccc(C(=O)Nc3ccc(Br)cc3)cn2)c1N	-8
CO[C@@H](CNC(=O)C(=O)Nc1cccnc1)c1ccc(Cl)s1	1
Cc1c(C(=O)Nc2nc3c(s2)COCC3)cnn1-c1ccccc1	-4
O=C(C[C@H]1CCCCN1S(=O)(=O)c1cccs1)NCCc1ccc(Cl)cc1	-13
CCOC(=O)C(C)Oc1cccc2c(=O)n(CC(=O)Nc3ccc(F)cc3F)ccc12 (stereo not drawn)	6
O=C(Nc1onc2c1CCC2)C1CCN(S(=O)(=O)c2cccs2)CC1	-2
Cn1cc(S(=O)(=O)Nc2ccc3c(c2)N(C(=O)c2ccco2)CC3)cn1	-11
Cc1cc(C(=O)O)ccc1NC=C1CCCC(C)C1=O (stereo not drawn)	-6
COc1ccc(C=NNC(=O)c2cccc(COCC(F)(F)C(F)F)c2)cc1	0
COc1ccc(OC)c(C=NNC(=O)CC(=O)NC2CCCCC2)c1	-13
CNC(=O)Cc1csc(Nc2ccc(OC(F)(F)F)cc2)n1	-10
COc1cccc(-c2cc(CNC(=O)c3ccccc3SC)no2)c1	12
CCOc1ccccc1Oc1cnc(N)nc1-c1ccc(OCc2cccc(Cl)c2)cc1O	-7
CC(C)(C)OC(=O)N1CCN(C2CC(=O)N(CCc3ccccc3)C2=O)CC1 (stereo not drawn)	-18
COc1ccccc1N1CCN(CCNC(=O)C2CCCC2)CC1	-8
CC(C)CN1C(=O)CC(N2CCN(Cc3ccccc3)CC2)C1=O (stereo not drawn)	-5
COC(=O)c1ccc(CSc2nc(N)c(NC(=O)c3ccco3)c(=O)[nH]2)o1	-12
Clc1ccc2nc(-c3ccc(Br)cc3)cc(-c3ccccc3)c2c1	-4&-2
CCc1ccccc1NC(=O)Cn1cnc2c(-c3ccc(F)cc3)nsc2c1=O	-5
O=C(Nc1nnc(Cc2ccc3c(c2)OCCO3)o1)C(c1ccccc1)c1ccccc1	9
O=C(CCCc1ccccc1)N1CCOC(c2cccnc2)C1 (stereo not drawn)	11
CC(=O)NCCn1ncc2c(=O)n(Cc3cccc(Cl)c3)cnc21	-5
N#Cc1nccnc1N1CCC(CNC(=O)NCc2cccc3ccccc23)CC1	-22
O=S(=O)(NCCOc1ccc2c(c1)OCO2)c1cc(C(F)(F)F)ccc1Cl	9
Cn1nccc1C(=O)Nc1nc(-c2cc3ccccc3o2)cs1	-12
CCOC(=O)c1ccc(NC(=O)CSc2nnc(CNC(=O)c3cccs3)n2-c2cccc(C(F)(F)F)c2)cc1	-10
COc1cc(NC(=O)Cc2c(C)noc2C)ncn1	-19
Cc1ccc(S(=O)(=O)N2CCN(CCOC(=O)c3ccccc3C(=O)O)CC2)cc1	-7
COc1cc(/C=C/C(=O)Nc2nnc(SCc3ccc([N+](=O)[O-])cc3)s2)cc(OC)c1OC	12
CC(=O)c1ccc(NC(=O)c2cccn(Cc3c(F)cccc3Cl)c2=O)cc1	0
Additional entries.
SMILES	PriA SSB inh
COc1ccc(C=NNC(=O)c2cccc(NC(=O)c3ccc(Cl)cc3)c2)c(OC)c1	-1
CCOC(=O)c1scc(-c2ccc(C)cc2)c1S(=O)(=O)Nc1ccc(C)cc1C	3
O=C(O)CCC(=NNC(=O)c1ccccc1)c1cccs1	3
O=C(CON=C1CCCc2nonc21)Nc1ccc(Br)cc1	-4
CC(=NNC(=O)CSc1nc(C)cc(C)n1)c1cccc([N+](=O)[O-])c1	-3
CCOC(=O)c1c(NC(=O)c2snnc2CC)sc(C)c1C	-17
COc1ccc(Nc2nc(-c3ccccc3)[n+](-c3ccc(C)cc3)s2)cc1	-9
Cc1ccc(C)c(S(=O)(=O)N[C@@H](C)C(=O)Nc2ccc(-c3nc4ccccc4s3)cc2)c1	-5
Cc1cncn(CCNC(=O)NCCc2ccccc2)c1=O	-2
CCOC(=O)c1c(NC(=O)CSc2nc(C)cc(C)c2C#N)sc2c1CCC2	-10
COc1ccccc1-n1ncc2c(C)nnc(SCC(=O)NCC3CCCO3)c21 (stereo not drawn)	-6
O=C(Nc1ccc(F)c(Cl)c1)c1ccc(=O)n(Cc2cccc([N+](=O)[O-])c2)c1	11
Cc1cc(NC(=O)CN2CCN(Cc3nc4ccccc4[nH]3)CC2)no1	-3
CC1CCN(c2nc3ccccc3nc2S(=O)(=O)Cc2ccc(Cl)cc2)CC1	-14
O=C(NCCn1ncccc1=O)Nc1ccccc1C(F)(F)F	-10
COc1ccc(Cl)cc1NC(=O)CSc1ccc(-c2ccccn2)nn1	37
Cc1csc(C(=O)NCCC(O)c2ccco2)c1 (stereo not drawn)	-3
Cc1cc(C(=O)NCC(Cc2cccc(F)c2)N2CCNC2=O)no1 (stereo not drawn)	-3
CCc1ccc(/C=C2\SC(=S)N(CC(=O)Nc3cccc(C)c3C)C2=O)cc1	-21
O=C(NC[C@H](O)C1CCCCC1)c1ccccc1Cl	-6
CC(C)c1ccc(-c2noc(C3CCN(S(=O)(=O)c4cccs4)CC3)n2)cc1	-2
Cc1cc(C(=O)CSc2ncnc3scc(-c4ccccc4)c23)c(C)n1-c1cc(Cl)ccc1Cl	-8
O=C(Nc1ccncc1NC(=O)c1ccc(S(=O)(=O)N2CCCCC2)cc1)c1ccc(S(=O)(=O)N2CCCCC2)cc1	0
Oc1c(Br)cc(C=NNC(=S)NCC2CCCO2)cc1Br (stereo not drawn)	-8
O=C(CSc1nnc(Cc2cc(=O)[nH]c(=O)[nH]2)n1-c1ccccc1)N1CCc2ccccc21	1
CCCC(=O)Nc1ccc(O)c(C(=O)CC2OC(=O)c3ccccc32)c1 (stereo not drawn)	3
O=C(c1ccc2c(c1)OCO2)n1sc(=O)c2ccccc21	-1
CCOc1ccc(S(=O)(=O)N2CCN(c3ccc4nncn4n3)CC2)c(OCC)c1	1
O=C(CCS(=O)(=O)c1ccccc1)N1CCSC(c2ccccc2Cl)CC1 (stereo not drawn)	1
CCOc1ccccc1NC(=O)CSc1nccnc1N1CCc2ccccc2C1	7
CCCc1cc(=O)[nH]c(-n2nc(C)cc2NC(=O)C(=O)OCC)n1	4
N#Cc1nccnc1OC1CCN(C(=O)c2ccc(=O)[nH]n2)C1 (stereo not drawn)	-5
Cc1ccc(S(=O)(=O)NCCN2CCN(c3ccc(F)cc3)CC2)s1	10
COc1ccc(C[C@](C)(O)CNS(=O)(=O)c2cc(C)c(C)cc2C)cc1	-15
COC(=O)c1ccc(C(=O)NCc2ccsc2)cc1	-7
Nc1nc(SCC(=O)Nc2ccc(F)cc2F)ncc1S(=O)(=O)c1cccs1	2

Reformatted with bars between the fields: 6 of the compounds above.
smiles | PriA SSB inh
CCOc1ccc(S(=O)(=O)N2CCN(c3ccc4nncn4n3)CC2)c(OCC)c1 | 1
O=C(CSc1nnc(Cc2cc(=O)[nH]c(=O)[nH]2)n1-c1ccccc1)N1CCc2ccccc21 | 1
COC(=O)c1ccc(C(=O)NCc2ccsc2)cc1 | -7
O=C(c1ccc2c(c1)OCO2)n1sc(=O)c2ccccc21 | -1
CCCc1cc(=O)[nH]c(-n2nc(C)cc2NC(=O)C(=O)OCC)n1 | 4
Cc1ccc(S(=O)(=O)NCCN2CCN(c3ccc(F)cc3)CC2)s1 | 10

(further entries)
SMILES	PriA SSB inh
C[C@H](Oc1ccccc1)C(=O)N1CCN=C1SCc1ccc(C(F)(F)F)cc1	-12
Cc1ccc(-c2cc(=O)n(CC(=O)Nc3cccnc3)cn2)cc1	-2
O=[N+]([O-])c1ccc2c(c1Nc1ccc(Br)cc1)=NC1(CCCCC1)N=2	28
Cc1cc(C)c(-c2csc(NC(=O)c3ccnn3C)n2)c(C)c1	13
COC(=O)c1cc(Br)ccc1NC(=O)c1cccc(C)c1	14
CCOc1ccccc1-c1noc(C2CCN(S(=O)(=O)c3cccs3)CC2)n1	-5
C=CCn1c(=NC(=O)CCOc2ccccc2)sc2cc(NC(C)=O)ccc21	-2
CCOc1ncccc1C(=O)NCC(O)c1cccn1C (stereo not drawn)	3
O=C1CCCN1Cc1cn(C2CN(C(=O)CNS(=O)(=O)c3cccc(F)c3)C2)nn1	-11
NC(=O)c1ccccc1NC(=O)C1CCN(c2cc(-n3ccc4ccccc43)ncn2)CC1	10
CC(C)(C)C(=O)Nc1ccc(C(=O)NCCNS(=O)(=O)c2cccs2)cc1	-4
C=CCn1c(SCC(=O)Nc2ccc(S(N)(=O)=O)cc2)nc2sc3c(c2c1=O)CCC3	3

Molecules from the list above with a tert-butyl group, in the order listed:
SMILES	PriA SSB inh
CC(C)(C)OC(=O)N1CCN(C2CC(=O)N(CCc3ccccc3)C2=O)CC1 (stereo not drawn)	-18
CC(C)(C)C(=O)Nc1ccc(C(=O)NCCNS(=O)(=O)c2cccs2)cc1	-4

(further entries)
SMILES	PriA SSB inh
CCOC(=O)/C(C#N)=C1\SC(Cc2ccccc2Cl)C(=O)N1c1ccc(C)cc1 (stereo not drawn)	10
COc1ccc([N+](=O)[O-])cc1NC(=O)CC1SC(=Nc2cccc(C)c2C)N(N=Cc2cccc(OC)c2OC)C1=O (stereo not drawn)	-13
COc1ccc(S(=O)(=O)N2CCC(N3CCCC3CO)CC2)cc1Cl (stereo not drawn)	8
O=C(c1c(F)cccc1Cl)N1CCN(c2cc(-n3cncn3)ncn2)CC1	-2
Cc1ccc(S(=O)(=O)C(CNC(=O)C(=O)NCc2ccc3c(c2)OCO3)c2cccs2)cc1 (stereo not drawn)	7
Cc1ccc(C)c(S(=O)(=O)NN=Cc2ccc(N(C)C)cc2)c1	4
COC1(CNC(=O)c2cccn(C)c2=O)Cc2ccccc2C1	4
Cc1cc2cc(CNC(=S)NCCc3ccccc3)ccc2n1C	51
O=C(C=CNc1cccc([N+](=O)[O-])c1)c1ccco1	6
COCC(=O)N1CCCc2ccc(NS(=O)(=O)CC34CCC(CC3=O)C4(C)C)cc21 (stereo not drawn)	36*
CCN(CC)C(=O)Cn1cc(C(=O)C(=O)Nc2ccc(OC(F)(F)F)cc2)c2ccccc21	3
CN(C)c1ncc(NC(=O)Nc2cccc(C(F)(F)F)c2)cn1	-2

Grouped by structure: those above containing an NH in an aromatic ring (5)
SMILES	PriA SSB inh
COC(=O)c1ccc(CSc2nc(N)c(NC(=O)c3ccco3)c(=O)[nH]2)o1	-12
Cc1cc(NC(=O)CN2CCN(Cc3nc4ccccc4[nH]3)CC2)no1	-3
O=C(CSc1nnc(Cc2cc(=O)[nH]c(=O)[nH]2)n1-c1ccccc1)N1CCc2ccccc21	1
CCCc1cc(=O)[nH]c(-n2nc(C)cc2NC(=O)C(=O)OCC)n1	4
N#Cc1nccnc1OC1CCN(C(=O)c2ccc(=O)[nH]n2)C1 (stereo not drawn)	-5

(listing goes on)
SMILES	PriA SSB inh
O=C(Cc1csc(Nc2cccc(C(F)(F)F)c2)n1)NCc1ccco1	10
O=C(CSc1ccc(NC(=O)C2CC2)nn1)NCc1ccc(F)cc1	0
Cn1nc(-c2ccc(F)cc2)cc1C(=O)NCC1(c2cccs2)CCOCC1	-1
COc1ccc(CC(=O)NCC(=O)NN=Cc2ccco2)cc1	-2
c1ccc(C2=Nc3ccccc3N=C(c3ccccc3)c3ccccc32)cc1	22
O=C(Nc1ccc(Br)cc1)c1ccc2snnc2c1	-22
CCOC(=O)Nc1c(C(=O)Nc2ccc(C)c(C)c2)oc2ccccc12	-11

An excerpt; count on the stated rates, not on these rows.
